GASC-1 inh – inhibitors of GASC-1 histone demethylase, primary screen, biochemical, fluorescence, DELFIA europium; AID 2099, 2009; GST-JMJD2C(1-420) H3K9me3 demethylation; 330,000 tested, 0.069% active; inhibition, % at 2.35 µM; Lysine-specific demethylase 4C (Homo sapiens), Q9H3R0;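 active = more than half of a compound's replicate wells show inhibition beyond 50%, single wells judged on their own value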;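 note: signal counts dimethyl H3K9 product captured on neutravidin plate; 0% = median of DMSO wells and 100% = 0.3 times that DMSO median; strong numbers were not always called active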
LYPLA2 counter – LYPLA2 inhibitors, primary screen, counter-screen for PME1 inhibitor project, biochemical, fluorescence polarization, FP-Rh probe ABPP | recombinant LYPLA2 | 320,000 tested, 0.38% active | inhibition, % at 5.9 µM;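 active = inhibition above the screen-wide mean plus 3 SD, limit set per campaign, cut at about 26% in these data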;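 note: 0% = LYPLA2 with DMSO and 100% = wells lacking LYPLA2 enzyme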
Target sequence (O95372 whole entry, looked up): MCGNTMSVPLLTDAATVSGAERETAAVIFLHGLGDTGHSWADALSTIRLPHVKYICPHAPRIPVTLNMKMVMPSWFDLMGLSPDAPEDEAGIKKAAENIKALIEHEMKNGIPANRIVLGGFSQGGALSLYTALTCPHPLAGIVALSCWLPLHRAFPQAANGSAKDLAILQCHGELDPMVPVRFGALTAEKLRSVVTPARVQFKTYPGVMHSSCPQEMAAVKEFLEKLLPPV
core dimer inh – inhibitors of HCV core protein dimerization, primary screen, biochemical, TR-FRET, high-throughput; 300,000 tested, 0.33% active; inhibition, % at 5 µM; TR-FRET GST/Flag-core106 dimerization, 1536-well;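 active = inhibition above the mean of all tested compounds plus 3 SD, set per screening campaign, cut at about 45% in these data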
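System: GST/Flag-tagged HCV core106 proteins. Incubation: compound-protein-antibody incubation 4 h at 22.5 °C. Technique: HTRF with 340 nm excitation, 617/671 nm emission. Medium: KF-containing HEPES buffer, pH 7.45, DTT, CHAPS, BSA. Read-out: inhibition (%) from 671 over 617 nm ratio. Also added: Eu(K)-anti-GST 90 ng/mL plus XL665-anti-Flag 1 µg/mL.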
Efflux pump mplx – inhibitors of Candida efflux pumps in yeast, primary screen, S. cerevisiae, Nile Red, multiplex; inhibition, % at 10 µM; AID 485275, 2010; S. cerevisiae Candida pump triplex; 330,000 tested, 0.44% active;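 active = plate passing quality check with inhibition over a set limit, or well fluorescence over plate mean plus 4 SD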;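 note: Nile Red retained in pooled yeast measured as flow cytometry median fluorescence; 0% = buffer negative control and 100% = Enniatin B positive control; higher means more Nile Red kept so more efflux inhibition; some compounds called inactive have numbers as strong as hits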
TPT1 inh – Candida albicans TPT1 enzyme inhibitors, primary screen, biochemical, fluorescence polarization; 300,000 tested, 0.81% active; tRNA 2'-phosphotransferase TPT1 (Candida albicans SC5314); inhibition, % at 5 µM; recombinant caTPT1, FP RNA substrate dephosphorylation;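 active = inhibition above the mean of all tested compounds plus 3 SD, set per screening campaign, cut at about 24% in these data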;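 note: plate controls were DMSO alone for no effect and ferristatin control at 100 nM for full effect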
Fh CTSL1 inh – Fasciola hepatica cathepsin L1 inhibitors, primary screen, counter-screen for PFM18AAP inhibitor project, biochemical, QFRET, fluorogenic peptide substrate. 300,000 tested, 0.49% active. inhibition, % at 5.96 µM. recombinant F. hepatica cathepsin L1, Z-Leu-Arg-MCA fluorescence. AID 1906, 2009;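 active = inhibition above the mean of all tested compounds plus 3 SD, set per screening campaign, cut at about 17% in these data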;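 note: 0% = plate median of test compound wells and 100% = 1 µM Z-Phe-Ala-diazomethylketone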
PREPL inh – PREPL enzyme inhibitors, primary screen, biochemical, fluorescence polarization; Prolyl endopeptidase-like (Homo sapiens), Q4J6C6; recombinant PREPL, fluorescence polarization activity-based probe; inhibition, % at 5.96 µM; 320,000 tested, 0.68% active; in the data active = inhibition above about 43%;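 note: 0% = enzyme with DMSO and 100% = wells lacking enzyme; many of its hits are not listed in these tables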
PP5 inh – PP5 phosphatase inhibitors, primary screen, biochemical, fluorescence; purified PP5c, OMFP substrate fluorescence; 320,000 tested, 0.18% active; AID 1987, 2009; inhibition, % at 6.7 µM;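 active = inhibition above the campaign's mean inhibition across all tested compounds plus 3 SD, cut at about 9.5% in these data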;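 note: 0% = DMSO only and 100% = 100 µM cantharidin control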
Target sequence (P53041 whole entry, looked up): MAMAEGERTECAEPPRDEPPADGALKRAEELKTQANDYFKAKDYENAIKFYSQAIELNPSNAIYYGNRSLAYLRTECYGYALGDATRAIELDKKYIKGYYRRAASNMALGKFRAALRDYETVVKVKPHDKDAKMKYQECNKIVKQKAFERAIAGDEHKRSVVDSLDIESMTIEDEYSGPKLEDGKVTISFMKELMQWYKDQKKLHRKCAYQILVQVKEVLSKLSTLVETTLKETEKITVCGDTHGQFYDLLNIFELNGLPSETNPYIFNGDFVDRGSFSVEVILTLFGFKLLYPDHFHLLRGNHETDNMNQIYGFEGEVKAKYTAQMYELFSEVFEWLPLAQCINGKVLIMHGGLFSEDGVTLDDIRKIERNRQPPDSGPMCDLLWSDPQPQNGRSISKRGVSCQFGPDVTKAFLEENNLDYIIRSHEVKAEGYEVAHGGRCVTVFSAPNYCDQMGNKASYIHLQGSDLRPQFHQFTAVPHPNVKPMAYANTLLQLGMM
PP1 counter – PP1-alpha phosphatase inhibitors, primary screen, counter-screen for PP5 inhibitor project, biochemical, fluorescence, OMFP substrate, single point; Serine/threonine-protein phosphatase PP1-alpha catalytic subunit (Homo sapiens), P62136; purified PP1alpha; 320,000 tested, 0.9% active; inhibition, % at 6.7 µM;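 active = inhibition above the mean inhibition of all tested compounds plus 3 SD, computed separately for each screening campaign, cut at about 15% in these data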
Target sequence (P62136 whole entry, looked up): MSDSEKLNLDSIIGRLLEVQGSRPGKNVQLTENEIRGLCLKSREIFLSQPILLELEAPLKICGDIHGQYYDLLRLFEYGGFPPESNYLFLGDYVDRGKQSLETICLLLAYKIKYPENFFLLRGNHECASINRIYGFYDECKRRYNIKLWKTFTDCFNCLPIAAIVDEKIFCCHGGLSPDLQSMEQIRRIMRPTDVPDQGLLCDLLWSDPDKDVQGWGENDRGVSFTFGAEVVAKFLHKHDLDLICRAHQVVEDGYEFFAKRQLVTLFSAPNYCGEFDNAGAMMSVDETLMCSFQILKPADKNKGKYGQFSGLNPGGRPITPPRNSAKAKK
Active calls of the source: *; nt = no result given. These rows are one share of the data (hit frequency here may not be typical).

SMILES	GASC-1 inh	LYPLA2 counter	core dimer inh	Efflux pump mplx	TPT1 inh	Fh CTSL1 inh	PREPL inh	PP5 inh	PP1 counter
Cc1cc2nc(SCCOC(=O)Nc3cccc(Cl)c3)nc(C)c2cc1C	-4.0	-34.8	15.6	0.2	-0.5	-0.3	-12.6	3.3	-3.5
CC(=O)Oc1ccc(C(=O)Nc2cccc(C(=O)c3cccc(NC(=O)c4ccc(OC(C)=O)cc4)c3)c2)cc1	4.9	-16.1	17.7	0.1	-0.2	5.5	-4.8	0.5	15.4*
Cc1cccc(C(=O)NCCc2ccccc2)c1	-2.5	-3.6	-14.9	-0.1	-3.1	-1.2	7.5	0.8	-0.2
Cc1cc(NC(=O)CSc2ccc3nnc(CCNC(=O)c4ccccc4)n3n2)no1	1.0	4.0	6.1	-0.1	2.5	-0.9	-7.0	-0.8	-8.2
O/N=C1\CCCc2oc3c(c21)CCCC3	11.6	2.7	2.2	-0.4	-7.3	-0.2	3.4	-0.5	2.3
CCOC(=O)c1c2n(c3ccc(O)cc13)CCCCC2	-2.8	-0.8	-9.2	0.0	-1.2	-0.6	8.8	3.7	3.1
CSc1ccc(/C=C(/NC(=O)c2ccco2)C(=O)N2CCCCC2)cc1	18.3	-6.6	0.1	0.5	0.6	-1.3	5.2	-0.3	-1.6
Clc1ccc(NC2=NCCCCC2)cc1	-0.8	-1.7	-3.6	0.0	-6.4	4.8	4.9	0.0	-0.4
CNC(=O)c1ccc(=O)n(Cc2cccc(C(F)(F)F)c2)c1	-7.1	4.0	-0.6	-0.1	-1.2	-2.8	0.7	2.3	-1.6
COc1ccc(S(=O)(=O)NCC2CCCN(C(=O)C=C(C)C)C2)cc1 (configuration not stated)	1.1	4.0	-3.0	0.1	0.1	-3.6	-2.1	-2.5	-4.4
COc1ccc(-c2csc(NC(=O)c3c(OC)cccc3OC)n2)cc1	0.0	-3.4	21.9	0.2	-1.4	-0.5	0.3	3.0	2.8
N#C/C(C(=O)N1CCOCC1)=C1\Nc2ccccc2S1	-6.3	4.6	-14.6	0.0	1.1	4.1	2.3	-0.7	-3.7
Cc1ccc(-n2c(=O)c3c(C)c(C)sc3n(Cc3cc(=O)n4ccccc4n3)c2=O)cc1C	11.4	-2.5	10.7	0.2	1.5	0.9	9.1	1.5	1.5
CC(C)OCCCNS(=O)(=O)c1ccc2c(c1)oc(=O)n2C	4.7	-1.4	-5.1	0.3	-1.3	0.5	4.0	-0.6	1.3
CCCC(C(=O)OCCN(CC)CC)(c1ccccc1)c1ccccc1	-1.6	2.3	-4.9	0.2	3.7	-0.2	-6.9	4.1	-1.8
CC(Oc1ccccc1)C(=O)Nc1nnc(S(=O)(=O)N2CCCCC2)s1 (configuration not stated)	-39.1	-5.9	2.5	-0.6	-0.2	-1.6	-3.6	-0.6	1.2
CC(C)(C)CN1CCNC(=O)C1CC(=O)NCCc1cnn(-c2ccccc2)c1 (configuration not stated)	-21.6	-2.4	3.3	0.0	-2.1	-6.3	-0.8	-1.8	-3.0
Cc1cc(C)cc(OCC(=O)NNC(=O)C2CCCO2)c1 (configuration not stated)	8.8	-5.0	4.3	-0.1	-3.7	-9.8	-5.3	-3.0	-6.0
COCC(=O)Nc1ccc2c(c1)OCO2	-1.6	-3.1	-2.0	-0.1	2.3	-1.3	0.4	-1.7	0.8
Cc1c(NC(=O)CN2CCN(c3cccc(Cl)c3)CC2)c(=O)n(-c2ccccc2)n1C	-1.5	1.3	1.0	0.0	-1.4	-1.9	3.1	-1.0	1.9
COc1ccccc1NC(=O)C(C)OC(=O)c1ccc(-n2cnnn2)cc1 (configuration not stated)	5.7	0.3	-0.2	0.1	0.6	0.7	-5.9	0.1	8.3
CCCN1CCN(C(=O)CCS(=O)(=O)c2cc3c(cc2Cl)NC(=O)CO3)CC1	40.8	6.3	-31.5	0.0	0.7	3.7	-1.8	-2.9	-1.6
Fc1ccccc1CSCc1nc2ccccc2[nH]1	1.2	3.5	-2.1	0.1	-2.5	-3.2	-5.7	1.7	0.1
CC(C)COc1ccc(C(=O)OCC(=O)N(C)CC(=O)Nc2ccc(F)cc2)cc1	9.4	-3.9	-6.7	-0.2	-4.3	9.3	25.2	-1.2	7.0
Brc1ccc(Oc2ncc(CN3CCOCC3)s2)cc1	-1.4	-2.8	-46.1	0.0	-1.4	-0.2	7.8	0.1	-3.7
O=C(Nc1cccc(NC(=O)c2ccccc2[N+](=O)[O-])n1)c1ccccc1[N+](=O)[O-]	3.7	-1.1	29.8	-0.3	-1.7	-2.5	0.4	-1.1	-0.9
CC(=O)N1CCC(N(CCN2CCOCC2)C(=S)Nc2cc(C)ccc2C)CC1	-23.4	-4.2	-0.2	0.3	1.4	3.7	9.6	-1.2	-8.6
CN(CC(=O)Nc1cccc(F)c1)C(=O)CCN1C(=O)C2CC=CCC2C1=O (configuration not stated)	-2.4	1.6	nt	-0.1	nt	nt	2.8	0.1	0.4
N/C(=N\OC(=O)c1ccccc1)c1cccnc1	-2.4	0.2	-1.4	-0.1	-0.4	2.6	14.8	-1.1	2.1
COc1cc(SC)ccc1C(=O)N1CC(C)OC(C)C1 (configuration not stated)	-12.7	-3.0	-0.7	0.2	-2.0	1.3	-2.6	1.3	-4.0
CCCNC(=O)Cc1cc(=O)[nH]c(=O)[nH]1	8.6	2.8	-15.4	0.2	0.2	0.7	1.9	1.8	-3.0
C=CCNC(=O)COc1ccc(Oc2ccccc2)cc1	21.7	-1.5	-1.4	0.2	-1.0	5.2	-1.5	0.4	-4.5
FC(F)(F)c1ccc(-c2n[nH]c(=S)o2)nc1	-9.7	-9.7	2.2	0.1	4.9	-2.6	-3.4	2.7	0.4
Cc1c(C)n2c(SCC(=O)N3CCC(C)CC3)nnc2[nH]c1=O	11.6	0.8	3.8	-0.1	-0.8	1.7	-2.1	1.0	7.7
CCn1cc(CN2CCCC(C(=O)Nc3cccc(-c4cc5ccccc5[nH]4)c3)C2)c(C)n1 (configuration not stated)	-26.9	-11.2	0.4	-0.3	-1.9	-0.2	14.2	4.8	1.2
O=[N+]([O-])c1cc2c(cc1/C=N\NS(=O)(=O)c1ccccc1)OCO2	46.2	0.9	6.8	0.1	-2.7	-1.2	3.1	3.3	2.7
CCc1nnc(NC(=O)c2cc(C)nc3ccccc23)s1	-30.6	-0.3	-3.3	0.1	-0.9	0.8	13.6	0.8	1.6
CSc1ccc(S(=O)(=O)NCC(=O)OCC(=O)N(C)C2CCCCC2)cc1[N+](=O)[O-]	-1.5	-5.5	2.4	-0.1	-2.1	-8.1	21.6	-2.1	-8.7
CCC(=O)Nc1ccc(C(=O)OCc2ccccc2Cl)cc1	2.2	-18.8	-2.9	0.0	-1.9	6.3	-14.7	4.7	1.1
COC(=O)C(=Cc1ccccc1[N+](=O)[O-])C(=O)OC	6.0	0.4	1.6	-0.3	-3.6	4.5	12.3	-1.2	2.9
NC(N)=NS(=O)(=O)c1ccc(NC(=S)NC(=O)c2sc3ccccc3c2Cl)cc1	4.8	-25.6	-15.3	0.8	8.2	3.3	5.1	1.4	15.9*
Cc1ccccc1S(=O)(=O)Cc1ccc(C(=O)NCCN2CCN(Cc3ccccc3)CC2)o1	2.3	-1.7	1.8	-0.1	-2.4	0.0	-8.5	0.3	-0.4
CC(C)Sc1cc(Cl)nc(NC(=O)Nc2ccccc2)n1	-2.5	4.8	-0.7	0.4	-0.8	-2.5	8.1	3.6	-0.1
COc1ccc(N(CC(=O)Nc2ccc(Cl)cc2)S(=O)(=O)c2c(C)n[nH]c2C)cc1	-10.7	-0.4	1.3	0.0	1.3	-1.3	-6.8	1.6	-3.2
O=S(=O)(c1ccccc1)N1CCC(Oc2ccc(-n3cnnn3)cc2)CC1	21.3	2.6	-1.9	-0.1	-0.9	-3.6	-7.6	3.0	7.0
Cc1ccc(-c2nc3ccc([N+](=O)[O-])cc3[nH]2)cc1	-2.6	-6.6	1.0	0.1	2.6	0.1	14.0	3.8	0.0
CCN(CC)S(=O)(=O)c1ccc2oc(SCC(=O)Nc3cc(C)on3)nc2c1	-5.3	4.4	-0.2	0.1	-2.4	0.6	2.6	-0.8	1.0
CCOc1ccc(C(=O)N/N=C/c2cc([N+](=O)[O-])cs2)cc1	-10.4	-3.5	1.1	0.1	1.4	-6.1	-1.3	-2.2	0.0
CC(C)n1nccc1N(Cc1ccc(Cl)cc1)S(=O)(=O)c1ccccc1	-3.3	2.5	-3.5	0.2	-0.6	-3.6	-2.2	3.7	5.2
CCOc1ccc(CCNC(=O)C2CCN(S(=O)(=O)N3CCCCC3)CC2)cc1OCC	2.3	6.0	1.9	-0.6	-0.6	-2.8	3.0	1.9	-1.0
COc1ccc(-c2nc(-c3cccs3)c(-c3cccs3)[nH]2)cc1OC	0.9	-4.7	-3.6	0.1	2.3	4.4	13.3	4.3	-0.7
COc1ccccc1OCc1nc2ccccc2[nH]1	-0.5	8.4	-5.0	0.1	1.1	-0.7	-1.3	-2.4	2.0
CCCN(CCC)C(=O)Cc1ccc(F)cc1	0.4	4.0	1.1	0.1	1.2	-0.4	3.5	-0.8	-7.2
CC(C)CN(CCNC(=O)c1cn(C)c2ccc(S(=O)(=O)N3CCCC3)cc2c1=O)CC(C)C	4.3	7.5	4.8	0.0	-1.0	0.3	1.6	0.9	-3.1
Cc1ccc(C(=O)N/C(=C/c2cccnc2)C(=O)NCc2ccco2)cc1	4.1	0.5	-1.4	0.1	0.0	-0.7	-2.0	-1.9	-6.5
COc1ccc(C(CNC(=O)c2ccc(-c3ccccc3)cc2)N(C)C)cc1OC (configuration not stated)	2.1	-1.4	-1.6	0.2	-0.1	-3.4	-47.3	2.5	43.2*
CC1(C)SC(=S)N(/N=C/c2cccnc2)C1N(O)C(=O)Nc1ccccc1 (configuration not stated)	-25.8	3.3	-0.9	-0.1	0.9	0.2	-43.8	-1.3	-2.2
CCN1CCN(Cc2ccc(NC(=O)c3cc(NC(=O)c4nccnc4N)cc(OC)c3)cc2C(F)(F)F)CC1	-10.5	-2.5	-10.4	0.0	-0.6	-0.2	-22.4	4.3	-4.0
CCN(CC)C(=O)c1cn(-c2cccc(OC)c2)c(=O)c2ccccc12	-26.1	-3.3	-8.4	0.0	-5.6	2.3	3.7	-0.9	-2.6
O=C(CSc1nnc(-c2ccncc2)n1-c1ccccc1)Nc1ccc(C(=O)O)cc1	0.5	-0.4	-0.6	-0.1	-8.1	0.8	5.6	-0.7	-2.9
